Chronic BCR inh – qHTS Assay to Find Inhibitors of Chronic Active B-Cell Receptor Signaling; AID 493014, 2011; hit rate 0.05% among 340,000; Potency, µM (highest dose often 46.1 µM), for the others: top-dose ratio change, negative = lower green/red ratio, actives largely listed as inhibitors; ABC-DLBCL IkBa-CBG/CBR reporter, luminescence ratio, 4 h; active = well fitted inhibition curve with a large enough effect in the signal ratio, with a control signal flat, not every such curve was filed as active; inconclusive = small, poorly fitted or top-dose-only effect, or effect the other way, or a change in a side signal; the % refers to the signal ratio;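 note: potency is the fitted concentration of half-maximal effect; plate controls were basal doxycycline-induced cells for no effect and cells given 10 µM MG132 for full effect; MG132 reads +100%, hits lower the ratio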
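Doxycycline induced both beetle luciferases in TMD8 lymphoma cells; IKK-driven degradation limits the IkappaBalpha-fused green signal, while red luminescence normalises for cell number and nonspecific effects. Compounds tested up to 46 uM, 4 hrs.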
GALK inhibitor – qHTS Assay for Inhibitors of Human Galactokinase (GALK); P51570; Purified GALK, Kinase-Glo residual ATP luminescence; Potency, µM (top dose mostly 57.5 µM), for the others: at the highest dose activity change, negative = inhibition, most hits filed as inhibitors; hit rate 0.007% among 270,000; AID 1868, 2009; note: potency is the fitted concentration of half-maximal effect; % is set by controls: 0 for no effect and ±100 for the full control effect
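Luminescence from leftover ATP (Ultra-Glo luciferase/luciferin) served as read-out after a 1 h room-temperature reaction of 5 nM GALK with 35 uM ATP and 100 uM galactose.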
Tb PFK block – qHTS Assay to Find Inhibitors of T. brucei phosphofructokinase; ATP-dependent 6-phosphofructokinase (Trypanosoma brucei brucei), O15648; T. brucei PFK, ADP-Glo luminescence; Potency, µM (highest dose often 57.5 µM), for the others: at the top dose activity, negative = inhibition, actives largely listed as inhibitors; hit rate 0.17% among 330,000; AID 485367, 2010;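 note: potency is the fitted concentration of half-maximal effect; 0% = uninhibited 1x PFK enzyme wells and -100% = no-enzyme wells; nearly all actives have a fitted effect of over 60% in size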
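1.25 nM PFK with 0.5 mM F6P and 0.1 mM ATP in 0.1 M TEA pH 8.0, 5 mM MgCl2, incubated 45 min at room temperature; ADP measured by ADP-Glo luminescence; compounds titrated up to 57 uM.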
TCR activator – Activators of T cell receptors: qHTS campaign | primary human leukocytes, anti-CD3, IL-2 HTRF, 48 h | 330,000 tested, under 10 active | Potency, µM (top dose mostly 9.22 µM), without a hit: at the highest dose activation of IL-2 secretion, usual class: activators; note: % of control where 0% means no effect
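1) Mix primary human leukocytes, a-CD3 beads and compound. 2) Incubate 48 hr. 3) Add HTRF IL-2 reagents (a-IL-2-K, a-IL-2-d2).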
A-T KAP1 phos – qHTS Assay for Identifying a Potential Treatment of Ataxia-Telangiectasia; hit rate 0.19% among 320,000; […] A-T fibroblasts, KAP-1 phosphorylation AlphaLISA; neocarzinostatin DNA damage 30 min before lysis; Potency, µM (doses to about 57.5 µM), for inactives: top-dose activation, usual class: activators; note: potency is the fitted concentration of half-maximal effect; % of control where 0% means no effect; nearly all actives have a fitted effect of over 45% in size
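hTERT-immortalized A-T patient fibroblasts ([…]), 500 cells/well in OPTI-MEM, 1% FBS, got compounds for 60 min, then NCS for 30 min at 37C. Lysates were then assayed for phospho-KAP-1 by AlphaLISA (anti-pKAP1 donor, anti-KAP1 acceptor beads), 6 hr at 25C.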
TSHR antag – Antagonists of the Thyroid Stimulating Hormone Receptor: HTS campaign | hit rate 0.2% among 330,000 | activity change, negative = inhibition, % at 11.5 µM | AID 504810, 2011 | Thyrotropin receptor (Homo sapiens), P16473 | TSHR-expressing cells, TSH-stimulated cAMP HTRF, 2 h; stronger effect = lower value;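 active = activity change below a set negative limit, meaning inhibition stronger than a set level, cut at about -70% in these data; inconclusive = activity change between two set negative limits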; note: % is set by controls: 0 for no effect and ±100 for the full control effect
Target sequence (P16473 whole entry, looked up): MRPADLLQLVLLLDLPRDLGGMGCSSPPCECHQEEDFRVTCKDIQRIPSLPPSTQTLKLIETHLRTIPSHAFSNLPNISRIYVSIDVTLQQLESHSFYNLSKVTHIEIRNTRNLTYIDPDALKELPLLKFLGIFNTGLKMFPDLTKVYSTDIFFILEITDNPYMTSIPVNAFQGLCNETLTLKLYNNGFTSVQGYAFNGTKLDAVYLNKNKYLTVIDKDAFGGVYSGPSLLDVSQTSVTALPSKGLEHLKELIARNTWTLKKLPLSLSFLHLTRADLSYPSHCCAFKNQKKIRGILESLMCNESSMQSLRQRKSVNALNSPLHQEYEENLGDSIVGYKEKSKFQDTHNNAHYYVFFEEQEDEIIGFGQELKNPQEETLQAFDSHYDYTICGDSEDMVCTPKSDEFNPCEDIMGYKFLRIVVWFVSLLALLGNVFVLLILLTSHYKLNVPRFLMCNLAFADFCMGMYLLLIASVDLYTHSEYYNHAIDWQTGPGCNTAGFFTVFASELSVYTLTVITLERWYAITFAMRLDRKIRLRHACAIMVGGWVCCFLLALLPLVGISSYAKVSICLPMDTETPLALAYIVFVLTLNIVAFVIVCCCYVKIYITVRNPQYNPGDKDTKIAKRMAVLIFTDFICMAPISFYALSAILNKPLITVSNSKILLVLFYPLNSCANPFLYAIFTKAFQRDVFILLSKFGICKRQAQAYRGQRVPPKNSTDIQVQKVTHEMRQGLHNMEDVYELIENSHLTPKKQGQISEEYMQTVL
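TSHR-expressing cells, 200/well, pre-treated with compound, then stimulated with EC80 TSH (4nM final) for 2 hours at 37 deg C. cAMP measured by competitive HTRF: anti-cAMP cryptate antibody in lysis buffer plus cAMP-d2, read after 30 minutes at room temperature.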
Coupling enz – qHTS Assay for Inhibitors of Fructose-1,6-bisphosphate Aldolase from Giardia Lamblia: Coupling assay counterscreen; coupling enzyme system counterscreen, AmpLite Red fluorescence; activity change, negative = inhibition, % at 58.2 µM, hits read low; hit rate 0.67% among 290,000; AID 2472, 2010; in the data active = activity change below about -30%; note: % is set by controls: 0 for no effect and ±100 for the full control effect
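Compounds tested against the coupling enzymes alone at 57.5 uM final; readout was AmpLite Red fluorescence (525/598 nm) after 20 min at RT.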
CXXC DNA block – qHTS Fluorescence Polarization Assay for Inhibitors of MLL CXXC domain - DNA interaction | Histone-lysine N-methyltransferase 2A (Homo sapiens), Q03164 | MLL-CXXC / FITC-HOXA9 DNA fluorescence polarization | Potency, µM (doses to about 115 µM), inactives show at the highest dose activity change, negative = inhibition, most hits filed as inhibitors | hit rate 0.037% among 290,000 | AID 2662, 2010; active = well fitted inhibition curve with a large enough effect in the polarisation, with a control signal flat, not every such curve was filed as active; inconclusive = small, poorly fitted or top-dose-only effect, or effect the other way, or a change in a side signal; inactive = no such curve, though single readings can be large or run the other way; the % refers to the polarisation; note: potency is the fitted concentration of half-maximal effect
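Purified MLL-CXXC (added from a 7 uM solution) was preincubated 5 min at ambient with pinned compounds in 50 mM Tris-HCl pH 7.5, 50 mM NaCl, 1 mM DTT, 0.05% BSA. Fluorescein-labeled HOX-A9 DNA (50 nM solution) followed, 30 min, then polarization read.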
Giardia kill – Small Molecules that selectively kill Giardia lamblia: qHTS; Giardia lamblia trophozoite viability; activity change, % at 7.66 µM, hits read low; AID 540267, 2011; hit rate 0.15% among 340,000; in the data active = activity change below about -80%; inconclusive = between about -30% and that limit;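 note: parasites exposed to compound for two days anaerobically before the ATP read; % is set by controls: 0 for no effect and ±100 for the full control effect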
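Killing of trophozoites was scored by loss of ATP luminescence after a 48 hrs anaerobic exposure to compounds at 37 deg C, using 100 cells per well.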
KCNH2 WT inh – qHTS for Inhibitors of KCHN2 3.1: Wildtype qHTS | Voltage-gated inwardly rectifying potassium channel KCNH2 (Homo sapiens), Q12809 | U2OS, BacMam KCNH2, thallium flux FluxOr; stronger effect = lower value | activity change, % at 1.84 µM | hit rate 0.37% among 340,000 | AID 720551, 2013;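 active = maximum activity change below -70%; inconclusive = maximum activity change between -70% and -50%; inactive = maximum activity change above -50%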; note: % is set by controls: 0 for no effect and ±100 for the full control effect
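U2OS cells transduced with wild-type KCNH2 virus are loaded with FluxOr dye for 45 min, and thallium flux is measured in kinetic reads before and after stimulation buffer. Rate constants are normalized to DMSO controls.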
The depositor's hits bear a star; ? = inconclusive; nt = not tested or not shown; & = joins results of further samples; [ ] = another dose, or the depositor's remark. Unless noted, calls come from the whole dose curve; as a rule, active = well fitted curve in the direction sought with a large enough effect; inconclusive = small, poorly fitted or top-dose-only effect, or another doubt; inactive = no such curve, though single readings can be large; an effect the other way counts as inactive or inconclusive.

nr	molecule	Chronic BCR inh	GALK inhibitor	Tb PFK block	TCR activator	A-T KAP1 phos	TSHR antag	Coupling enz	CXXC DNA block	Giardia kill	KCNH2 WT inh
1	COc1ccc(/C=N/NC(=O)CNC(=O)c2ccc(S(=O)(=O)N3CCCC3)cc2)c(OC)c1	1%	5%	-1%	0%	-3%	2	0	-1%	-17	nt
2	O=C1CC(/C=C/c2ccc(Cl)cc2)=Nc2ccccc2N1	-18%	-2%	-7%	4%	-1%	-8	-2	2%	-8	-10
3	CSc1nc2c(c(=O)n1-c1ccc(C)cc1)SCC2	?	0%	-2%	nt	-3%	-1	-3	-3%	-8	2
4	CS(=O)(=O)N1CCN(Cc2ccc([N+](=O)[O-])cc2)CC1	3%	-1%	?	10%	6%	-1	0	-5%	-10	16
5	COc1cccc(N(CC(=O)NCCN2CCOCC2)S(=O)(=O)c2ccccc2)c1	8%	nt	2%	14%	-2%	-3	nt	nt	10	-1
6	C#CCCOC(=O)N1C2=NC(C(=O)OC)=C(C(=O)OC)[C@@H]3N(Cc4ccccc4)c4ccccc4[C@]23C[C@H]1C(=O)OC	-10%	-1%	-4%	2%	-10%	-4	-2&0	15%	-7	-3
7	CCOC(=O)COc1c(C(=O)OC)sc2ncccc12	4%	0%	1%	1%	-2%	1	1	2%	-2	19
8	COc1cccc(C2(O)CC(C(F)(F)F)=NN2C(=O)c2ccccn2)c1 (configuration not stated)	?	6%	0%	4%	5%	2	0	-3%	-12	-1
9	COc1cc(C(C(=O)NC(C)(C)C)N(C(=O)CNC(=O)c2cccs2)c2cccnc2)cc(OC)c1OC (configuration not stated)	?	6%	6%	5%	-3%	2	4	2%	3	8
10	O=C(O)C1C2C=CC(C2)C1C(=O)Nc1cccc(Cl)c1 (configuration not stated)	6%	-1%	-12%	1%	3%	5	1	5%	0	-17
11	COC(=O)c1ccc(C)c(NS(=O)(=O)c2ccc(OC)c(OC)c2)c1	2%	-1%	1%	-3%	-1%	9	2	2%	60[activator]	2
12	COc1ccc(CCNc2ccc(S(=O)(=O)N3CCCC3)cc2[N+](=O)[O-])cc1	0%	-1%	0%	-4%[46.1 µM]	-7%	-10	4	12%	-3	3
13	N#CC1=C(N)N(c2ccc(Cl)c(Cl)c2)C(=O)C1	0%	16%	-4%	-1%	-16%	-5	0	24%	-18	-1
14	O=C(Nc1ccc(-c2cn3c(n2)SCC3)cc1)c1ccc2c(c1)OCO2	?	5%	1%	8%	0%	-8	0	-14%	-6	1
15	CC(OC(=O)c1cc(Cl)ccc1[N+](=O)[O-])C(=O)NC(C)c1ccc(F)cc1 (configuration not stated)	3%	-3%	7%	-2%[46.1 µM]	-4%	0	3	9%	-21	-6
16	COCCNC(=S)NNC(=O)c1ccc(-n2cnnn2)cc1	0%	12%	2%	7%	-17%	-1	-1	-11%	?	0
17	COc1ccc(C(=O)Cn2cnc3ccccc3c2=O)cc1OC	-12%	16%	-4%	7%	-1%	-6	-2	-3%	11	-8
18	C=CCN=C1SC(CC)C(=O)N1S(=O)(=O)c1ccc(C)cc1 (configuration not stated)	?	-1%	-2%	2%	4%	-6	-1	3%	-21	6
19	O=C1C(=O)N(CCN2CCOCC2)C(c2ccc([N+](=O)[O-])cc2)/C1=C(/O)c1ccc2c(c1)OCO2 (configuration not stated)	?	-3%	-6%	0%	1%	-4	nt	?	49[activator]	16
20	Cc1ccnc(NS(=O)(=O)c2ccc(NC(=O)c3ccc(S(=O)(=O)N4CCOCC4)cc3)cc2)n1	0%	1%	-5%	-1%[46.1 µM]	2%	3	1	7%	-6	-16
21	O=C(/C=C/c1ccco1)c1ccc(NC(=O)C23CC4CC(CC(C4)C2)C3)cc1	-22%	-2%	-7%	1%[46.1 µM]	1%	-15	3	14%	-3	8
22	Cc1cccc(C)c1NC(=O)CSc1nnnn1-c1ccc(C(=O)O)cc1	0%	1%	0%	-5%	0%	17	11	-6%	-8	-8
23	Cc1cccc(NC(=O)CN(C)C(=O)c2ccc(N3CCCCCC3)c([N+](=O)[O-])c2)c1C	-3%	nt	-4%	-1%[46.1 µM]	-11%	-4	nt	nt	19	-5
24	CNC(=S)N/N=C/c1ccco1	?	-1%	2%	2%	-1%	1	-3	-3%	-9	-4
25	CCc1nn(CC(=O)NCCCc2ccccc2)c(=O)c2cc3cc(F)ccc3n12	1%	-3%	2%	-3%	-2%	2	-4	9%	-9	-8
26	Cc1ccnc(N2CCC(C(=O)NNC(=O)c3ccccc3)CC2)n1	-5%	2%	-2%	0%	-10%	11	0	1%	7	0
27	CC(Sc1nnc(-c2cccnc2)n1-c1ccccc1)C(=O)NCc1ccc2c(c1)OCO2 (configuration not stated)	10%	0%	-5%	8%	17%	2	0	4%	-14	-2
28	CC(C)(C)[C@@H]1COC(=O)[C@@H](Cc2ccc(F)cc2)CC/C=C\C[C@@H](CC(=O)N(CCO)Cc2ccccc2)C(=O)N1	-2%	nt	11%	-2%	5%	-38	nt	nt	-22	1
29	CCOC(=O)c1c(NC(=O)Cn2nnc(-c3ccc(Cl)cc3)n2)sc(CC)c1C	15%	2%	-4%	-1%	1%	14	-1	3%	-10	4
30	Cn1cccc1CC(=O)N/N=C/c1ccc(Cl)c([N+](=O)[O-])c1	-2%	0%	2%	-1%	-8%	-3	0	-8%	-7	-1
31	Cc1ccc(CCNC(=O)CN2CCN(Cc3ccccc3F)C2=O)cc1	?	0%	4%	4%	nt	-18	-2	-8%	10	3
32	CCc1cc(C(=O)c2ccc(OC)cc2)c(NC(=O)CC(C)(C)CC(=O)O)s1	9%	-1%	4%	0%	-7%	-13	3	-8%	4	2
33	CCNC(=S)Nc1cc(OCC)c(NC(=O)c2cccs2)cc1OCC	?	0%	5%	0%[46.1 µM]	-1%	16	-3	-1%	-15	6
34	CC(C)NC(=O)C(c1ccc(F)cc1)N(C(=O)CCC(=O)Nc1ccccn1)C1CCCC1 (configuration not stated)	0%	-1%	2%	-3%	4%	22	3	4%	4	-6
35	Cc1ccc(C(=O)c2ccccc2C(=O)OCC(=O)NCCc2ccc(Cl)cc2Cl)cc1	-13%	-1%	-1%	-1%[46.1 µM]	10%	-8	-3	9%	-4	-11
36	CC(=O)c1ccc(NC(=O)C(C)Oc2ccc(N(C)S(=O)(=O)c3ccc(C)cc3)cc2)cc1 (configuration not stated)	3%	nt	-4%	0%	6%	-14	nt	nt	-14	-12
37	Cc1cc(C)cc(NC(=O)N2CCC(NC(=O)c3ccco3)CC2)c1	-13%	12%	-6%	-6%	2%	0	2	3%	-4	1
38	NC(=O)CN1C(=O)NC2(CCOc3ccccc32)C1=O (configuration not stated)	?	-2%	-1%	-5%	2%	12	-1	6%	-19	-14
39	O=C(Nc1cccc(F)c1)NC1CCCc2ccccc21 (configuration not stated)	-16%	-5%	-6%	nt	-1%	-13	-2	?	-12	-5
40	COc1cc(C)c(NC(=O)C2CCN(S(=O)(=O)c3cccs3)CC2)cc1OC	-1%	nt	-5%	1%	-6%	14	nt	nt	-2	9
41	S=C1SCN(CCN2CCOCC2)CN1Cc1ccccc1	-2%	2%	0%	-4%	-1%	-11	4	21%	-2	-4
42	COc1ccccc1CNC(=O)c1cccc(-c2ccc(C)c3ccccc23)n1	-1%	nt	-1%	nt	12%	2	-1&-4	-1%	nt	nt
43	CC(O)C(=O)NCCOCCOCCNC(=O)C(C)O (configuration not stated)	1%	5%	-1%	2%	-1%	19	2	-13%	-9	9
44	Oc1ccc2ccccc2c1N=Nc1ccccc1F	1%	-2%	4%	-4%	41%	1	-23	-8%	?	-8
45	Cc1noc(NS(=O)(=O)c2ccc(NC(=O)c3cc(F)c(F)c(F)c3F)cc2)c1C	7%	nt	-1%	nt	-2%	23	nt	nt	-1	2
46	CCOC(=O)c1nnn(CC(=O)Nc2cccc(F)c2)c1C(=O)OCC	2%	1%	2%	3%	nt	11	0	7%	10	-5
47	Cc1ccc([N+](=O)[O-])c2cccnc12	-8%	4%	-2%	-6%	1%	10	-1	-10%	5	1
48	Cc1cc2cc3c(cc2nc1SCC(=O)N1CCN(C(=O)c2ccco2)CC1)OCO3	?	3%	0%	-4%	-5%	-16	1	5%	1	4
49	COCCCn1[nH]c2c3c(ccc2c1=O)C(=O)c1ccccc1C3=O	?	-1%	-5%	11%	-10%	-12	-49*	?	-93*	-8
